AmpC inh detg: blocks E. coli AmpC beta-lactamase in detergent assay; P00811; AmpC hydrolysis of nitrocefin, absorbance 480 nm, 0.01% Triton; Potency, µM (highest dose often 114 µM), inactives show at the highest dose activity change, negative = inhibition, most hits filed as inhibitors; actives 0.041% (n = 370,000);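 further: potency means the concentration at half of the fitted maximal effect; 0% = no-compound wells and -100% = no-enzyme wells; nearly all actives have a fitted effect of over 25% in size; some results filed as inactive show a strong effect at the top dose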
Target sequence (P00811 whole entry, looked up): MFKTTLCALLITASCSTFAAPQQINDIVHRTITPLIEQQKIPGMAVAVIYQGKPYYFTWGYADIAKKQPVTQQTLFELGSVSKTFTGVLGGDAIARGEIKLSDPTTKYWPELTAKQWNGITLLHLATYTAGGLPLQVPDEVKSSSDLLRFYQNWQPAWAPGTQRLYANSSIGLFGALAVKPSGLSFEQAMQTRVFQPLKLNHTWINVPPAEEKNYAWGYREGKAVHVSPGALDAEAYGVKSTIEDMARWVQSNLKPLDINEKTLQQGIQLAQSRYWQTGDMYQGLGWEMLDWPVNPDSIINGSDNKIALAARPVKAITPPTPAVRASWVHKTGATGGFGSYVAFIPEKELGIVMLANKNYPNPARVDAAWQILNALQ
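20 mM phosphate pH 7.0 + 0.01% (detergent screen) or 0.0001% Triton X-100; 5.3 nM AmpC reagent; cpd preinc 15 min RT; nitrocefin (800 uM stock) to start; A480 q20 s × 4 min; Activity was normalised to no-enzyme and no-compound control wells.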
AMA1 RON2 block: AMA1-RON2 (P. falciparum) interaction inhibition. AlphaScreen AMA1-biotinylated RON2 peptide binding. Potency, µM (series often up to 58.2 µM), without a hit: at the top dose activity change, negative = inhibition, hits mostly inhibitors. actives 0.2% (n = 360,000). AID 720542;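 further: potency means the concentration at half of the fitted maximal effect; 0% = vehicle wells and -100% = peptide control; nearly all actives have a fitted effect of over 45% in size; some results filed as inactive show a strong effect at the top dose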
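AMA1 (3D7) with his tag at 25 nM final met compounds first, then biotinylated RON2 peptide at 25 nM; detection used donor plus acceptor beads, 10 µg/mL apiece, read by AlphaScreen after 30 min at room temperature.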
Sm TGR block: S. mansoni TGR enzyme inhibition; Q962Y6; purified TGR, DTNB reduction, TNB absorbance 405 nm; Potency, µM (highest dose often 114 µM), for the others: at the highest dose activity change, negative = inhibition, hits mostly inhibitors; actives 3% (n = 360,000); further: potency means the concentration at half of the fitted maximal effect; nearly all actives have a fitted effect of over 60% in size
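Kinetic colorimetric format: TGR-catalysed, NADPH-driven DTNB reduction monitored via TNB absorbance. Enzyme dispensed at 20 nM; compound exposure 15 min at room temperature before reaction start.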
HCMV inh: blocks human cytomegalovirus replication; AID 1259415; HFF cells, HCMV-luciferase reporter, 72 h; hits give low values; activity change, negative = inhibition, % at 57.5 µM; actives 4.5% (n = 410,000); in the data active means activity change below about -60%; inconclusive means no clear call, values can overlap the other calls; inactive means above about -39%
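After 16 h attachment at 37C, HFF cells received test compound and HCMV-luciferase (1 PFU/cell); reporter luminescence read 72 h later, data normalized against buffer-only and known inhibitor Salinomycin.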
Giardia FBPA inh: Giardia lamblia aldolase inhibition; A8B2U2; purified Giardia FBPA; Potency, µM (series often up to 59.6 µM), for the others: at the highest dose activity, negative = inhibition, actives largely listed as inhibitors; actives 0.71% (n = 290,000); further: potency means the concentration at half of the fitted maximal effect; nearly all actives have a fitted effect of over 55% in size
Target sequence (A8B2U2 whole entry, looked up): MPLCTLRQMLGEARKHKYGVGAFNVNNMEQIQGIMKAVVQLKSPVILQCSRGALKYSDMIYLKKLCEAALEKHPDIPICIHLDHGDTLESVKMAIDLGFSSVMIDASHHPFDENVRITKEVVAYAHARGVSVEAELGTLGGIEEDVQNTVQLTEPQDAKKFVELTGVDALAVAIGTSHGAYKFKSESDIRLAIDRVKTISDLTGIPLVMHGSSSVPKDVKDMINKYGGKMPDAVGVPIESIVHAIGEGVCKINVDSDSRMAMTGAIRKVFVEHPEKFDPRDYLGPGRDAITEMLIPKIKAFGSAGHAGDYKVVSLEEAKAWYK
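Giardia FBPA (40 nM reagent) was preincubated 10 min at RT with compound (up to 57.5 uM final), then substrate plus GAPDH/TPI/NAD/arsenate coupling system with diaphorase/resazurin was added; resorufin fluorescence (525/598 nm) was read after 20 min.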
HCV inhibitor: blocks hepatitis C virus. Huh7.5.1 HCVcc-Cre infection, luciferase reporter, 44 h. AID 651820. Potency, µM (top dose mostly 41.8 µM), inactives show top-dose activity change, negative = inhibition, hits mostly inhibitors. actives 3.4% (n = 340,000); further: potency means the concentration at half of the fitted maximal effect
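Seed cells (1,000/well) for 4 h; treat with compound and infect with HCVcc-Cre, moi about 0.5. Incubate 44 h, then detect luciferase activity.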
Numbers without * were called inactive; ? = inconclusive; nt = not tested or not shown; [ ] = another dose, or the depositor's remark. Unless noted, the call rests on the fitted dose curve; in most records, active means well fitted curve in the direction sought with a large enough effect; inconclusive means small, poorly fitted or top-dose-only effect, or another doubt; inactive means no such curve, though single readings can be large; an effect the other way counts as inactive or inconclusive. Unless noted, on the % scale 0 is the no-effect control and ±100 the full control effect.

Each structure is followed by: HCV inhibitor	AmpC inh detg	HCMV inh	Giardia FBPA inh	Sm TGR block	AMA1 RON2 block
> CCn1c(Cc2cccs2)nnc1SCC(=O)NC1CC1
 : 14%	-8%	7	nt	-15%	3%
> O=C(O)c1cccc(Cn2c(Cl)c(/C=N/Nc3ccccc3)sc2=O)c1
 : ?	-11%	nt	10%	3.5µM*	-13%
> CC1CCCN(C(=O)CSc2nnc(-c3ccc(O)cc3)o2)C1 (stereo not given)
 : 0%	-6%	-27	1%	3%	2%
> COc1cc(CC(=O)OCC(=O)Nc2ccc(Cl)c(S(=O)(=O)N(C)C)c2)cc(OC)c1OC
 : 4%	-7%	4	-3%	-3%	1%
> Nc1nonc1NC(=O)CSc1nc2ccccc2s1
 : 18%	3%	58	-17%	11%	0%
> CN1CCN(C(=O)CCCN2C(=O)/C(=C/c3cccc(Br)c3)SC2=S)CC1
 : 6.3µM*	-8%	-84*	9%	-14%	0%
> CCCCCCC(=O)Nc1ccc2nc3c(=O)n(C)c(=O)n(C)c3nc2c1C
 : nt	1%	6	nt	0%	nt
> COc1ccc(NC(=O)CSc2nc(C)cc(C)c2C(=O)Nc2cccc(C)c2)cc1
 : nt	-6%	-25	nt	-5%	nt
> COc1cc(OC)c(C2Nc3c(C)cccc3-c3cc(C)nn32)cc1OC (stereo not given)
 : nt	4%	-37	nt	8%	nt
> Nc1nc(NC(=O)c2cccs2)nn1-c1ccccc1
 : 4%	?	71	-4%	4%	-17%

Each structure is followed by: HCV inhibitor	AmpC inh detg	HCMV inh	Giardia FBPA inh	Sm TGR block	AMA1 RON2 block
> CC(C)NC(=O)/C(=N\O)c1ccccc1
 : 18%	-9%	-6	-1%	11%	-3%
> Nc1ccc(N2CCOCC2)c(S(=O)(=O)Nc2ccccc2Cl)c1
 : 2%	nt	-2	nt	nt	-10%
> CCN1CCCC1CNC(=O)CSc1cc(=O)n(CC)c2ccccc12 (stereo not given)
 : ?	-11%	141	-14%	-1%	-6%
> O=[N+]([O-])c1ccc(N2CCN(S(=O)(=O)c3ccccc3[N+](=O)[O-])CC2)cc1N1CCc2ccccc2C1
 : 5%	6%	-17	2%	-9%	-12%
> Cc1ccc(C)c(NC(=O)CCN2CC(C)OC(C)C2)c1 (stereo not given)
 : 2%	-4%	-29	3%	12%	-2%
> O=C(c1ccccc1)N1CCC(=O)N1c1ccccc1
 : -4%	-5%	?	5%	-9%	12%
> Cc1ccc(CCNC(=O)c2ccc(CS(=O)(=O)c3ccccc3C)o2)cc1
 : -25%	5%	?	nt	-1%	-2%
> Cc1cc(C)c(C#N)c(SC(C(=O)NC(C)(C)C)c2ccccc2)n1 (stereo not given)
 : -3%	0%	-1	3%	5%	14%
> O=C(C1CC(=O)N(c2ccc(F)cc2)C1)N1CCN(c2ccc(F)cc2)CC1 (stereo not given)
 : 14%	4%	0	nt	-1%	-8%
> Cn1c(=O)n(C)c2cc3[nH]cnc3cc21
 : 18%	11%	76	-21%	5%	-2%

Each structure is followed by: HCV inhibitor	AmpC inh detg	HCMV inh	Giardia FBPA inh	Sm TGR block	AMA1 RON2 block
> COc1ccc(-c2csc(Nc3ccc(S(=O)(=O)Nc4cc(C)on4)cc3)n2)cc1
 : 2%	-21%	-28	3%	2%	1%
> CC(C)c1ccc(NC(=O)Cc2c(C(=O)O)n(C)c3ccccc23)cc1
 : 5%	-9%	-10	22%	23%	5%
> O=C(c1ccccc1)c1cnc(Nc2ccccc2Cl)s1
 : -18%	0%	nt	-7%	1%	23%
> CC1(C)OCC(COC(=O)Nc2cccnc2)([N+](=O)[O-])CO1
 : 26%	1%	-17	7%	-27%	-3%
> Cc1ccc(NC(=O)CCNC(=O)c2ccc([N+](=O)[O-])cc2)cc1S(=O)(=O)N(C)C
 : ?	1%	?	1%	-2%	0%
> N=C1SCC(=O)N1/N=C/c1ccccc1
 : 3%	?	-32	5%	-1%	25%
> Cc1ccc(O)c(NC(=O)c2noc3c2CCCC3)c1
 : nt	17%	64	nt	2%	nt
> Cc1ccc(-c2ccc(/C=N/N3C(=O)C4C5C=CC(CC5)C4C3=O)o2)c([N+](=O)[O-])c1 (stereo not given)
 : ?	0%	10	-22%	-29%	-25%
> COc1ccc(CNC(=O)COc2ccc(S(=O)(=O)N3CCOCC3)cc2)cc1
 : -16%	-4%	-36	nt	1%	4%
> CCn1c(SCC(=O)c2cc(C)n(C)c2C)nnc1-c1ccccc1
 : -15%	?	48	-12%	3%	7%

Each structure is followed by: HCV inhibitor	AmpC inh detg	HCMV inh	Giardia FBPA inh	Sm TGR block	AMA1 RON2 block
> CCCN(CCC)S(=O)(=O)c1ccc(C(=O)NCc2ccc3c(c2)OCO3)cc1
 : -17%	?	?	6%	-16%	-3%
> COc1cccc(/C=N/NC(N)=S)c1OCc1ccccc1Cl
 : ?	-1%	-78*	-11%	-1%	72%[activator]
> COc1ccc(OCC(=O)Nc2ccc(S(=O)(=O)N3CCCCCC3)cc2)cc1
 : -2%	-12%	-35	4%	1%	35%[activator]
> CC(NC(=O)[C@H](C)NC(=O)N1CCn2c1nc1ccccc12)c1ccccc1 (stereo not given in full)
 : -5%	3%	-4	0%	5%	93%[activator]
> COc1ccc(C2=CC(c3cccc(OC)c3)n3nnnc3N2)cc1 (stereo not given)
 : -2%	11%	-31	-3%	1%	-2%
> O=C(CSc1nnc(-c2ccccc2Br)o1)N1CCc2ccccc2C1
 : -3%	-19%	-12	0%	-27%	16%
> COc1ccc(OC)c(S(=O)(=O)NCCc2csc(-c3cccc(F)c3)n2)c1
 : nt	-8%	6	nt	-12%	nt
> O=C(NCc1ccc(F)cc1)C(=O)NCC1OCCN1C(=O)c1ccc(Cl)cc1 (stereo not given)
 : -13%[8.37 µM]	-3%	9	2%	-2%	6%
> COc1ccc(OCCC(=O)Nc2ccc(S(N)(=O)=O)cc2)cc1
 : ?	5%	-6	8%	-11%	9%
> COC(=O)c1ccc(/C=N/OCC(=O)Nc2cc(F)ccc2F)cc1
 : 17%	-10%	37	2%	-1%	-7%

Each structure is followed by: HCV inhibitor	AmpC inh detg	HCMV inh	Giardia FBPA inh	Sm TGR block	AMA1 RON2 block
> Cc1ccc(CNC(=O)C2CCC(=O)N(CCc3ccc(Cl)cc3)C2)cc1 (stereo not given)
 : 10%	-2%	113	0%	8%	8%
> Cc1ccc(C(=O)Nc2ccc(S(=O)(=O)N3CCCC3)cc2)cc1
 : 2%	2%	11	-7%	4%	-15%
> COc1ccc(C(=O)/C(=C/O)N=Nc2ccc(F)cc2)cc1
 : ?	-10%	?	2%	1%	-14%
> COc1ccc(CCC(=O)NNC(=O)c2ccccn2)cc1OC
 : ?	-19%	-27	nt	-2%	71%[activator]
> CCC(=O)c1ccc(OCc2ccc(C(=O)OC)cc2)c(OC)c1
 : 1%	?	53	nt	-22%	-4%
> Clc1cccc(-c2nc(NCCN3CCOCC3)c3ccccc3n2)c1
 : ?	-13%	-19	-5%	14%	-7%
> Cc1ccc(NC(=O)Cn2nnc3sc4c(c3c2=O)CCCC4)c(C)c1
 : nt	31%[activator]	4	nt	10%	nt
> CCCCCCC(=O)Cc1cc(OC)c(OC)cc1C=C(C(=O)OCC)C(=O)OCC
 : -5%[8.37 µM]	?	nt	-6%[12.9 µM]	40µM*	nt
> COc1ccccc1-c1cnn2c(NC3CCCC3)cc(C)nc12
 : ?	-2%	62	4%	12%	56%[activator]
> Cc1cccc(NC(=O)CCN2C(=O)C3C4C=CC(C4)C3C2=O)c1 (stereo not given)
 : 17%	1%	6	4%	-3%	6%

Each structure is followed by: HCV inhibitor	AmpC inh detg	HCMV inh	Giardia FBPA inh	Sm TGR block	AMA1 RON2 block
> CN1CCN(C(=O)c2cc(-c3cccc(Cl)c3)on2)CC1
 : 13%	0%	52	2%	0%	-2%
> Cc1ccccc1C(=O)Nc1ccc(C(=O)O)cc1NC(=O)c1ccccc1C
 : 13%	0%	13	4%	6%	0%
> COc1ccc(C[C@@H](NS(=O)(=O)c2ccc(C(=O)O)cc2)C(=O)O)cc1
 : nt	?	nt	2%	-2%	nt
> Nc1ccc(Oc2ccc3c(c2)C(=O)N(CC2CCCO2)C3=O)cc1 (stereo not given)
 : -1%	-10%	58	6%	5%	-6%
> CN(CCOC(=O)C1c2ccccc2Oc2ccccc21)C(C)(C)C
 : 11%	-11%	nt	0%	-16%	?
> CN(C)c1ccc(NC(=O)CC(NCc2cccnc2)C(=O)O)cc1 (stereo not given)
 : nt	11%	-2	nt	-8%	nt
> COC(=O)n1c(=S)oc2cc(Cl)ccc21
 : 2%	2%	nt	1%	?	nt
> O=C(O)CCCCCNC(=O)c1ccncc1
 : 19%	2%	17	2%	11%	-22%
> COc1ccc(NC(=O)CSCc2cc(=O)n3ccsc3n2)cc1
 : 8%	-2%	-8	4%	3%	7%
> CC(=O)Nc1ccc(NC(=O)CN(C)S(=O)(=O)c2ccc3ccccc3c2)cc1
 : -2%	-1%	-13	nt	-10%	-13%

Each structure is followed by: HCV inhibitor	AmpC inh detg	HCMV inh	Giardia FBPA inh	Sm TGR block	AMA1 RON2 block
> COCCCNc1nc2ccccc2nc1NS(=O)(=O)c1ccc(C)c(C)c1
 : 26%	0%	-31	11%	-2%	26%
> Cc1nc(C)c(-c2csc(Nc3ncccc3C)n2)s1
 : ?	-4%	8	-12%	-16%	5%
> O=C(NC(=S)NCC1CCCO1)c1ccccc1F (stereo not given)
 : -4%	-5%	-15	4%	-7%	10%
> CCC1(C)Cc2c(C#N)c(SC)nc(N3CCOCC3)c2CO1 (stereo not given)
 : ?	nt	-39	nt	nt	-1%
> COc1ccc(CC(=O)N(Cc2nc(-c3ccc(C)cc3)no2)C(C)C)cc1
 : nt	14%	-22	nt	12%	nt
> Cn1c(O)c(C=Nc2ccc3c(c2)CCC3)c(=O)n(C)c1=O
 : -1%	-16%	-18	5%	5%	-4%
> O=C(Nc1ccccc1)N(CCN1CCOCC1)Cc1cccc(Cl)c1
 : -15%	-13%	-5	1%	2%	-5%

Among those listed so far, nine have an aryl thioether with sulfur outside any ring:
Each structure is followed by: HCV inhibitor	AmpC inh detg	HCMV inh	Giardia FBPA inh	Sm TGR block	AMA1 RON2 block
> CCn1c(Cc2cccs2)nnc1SCC(=O)NC1CC1
 : 14%	-8%	7	nt	-15%	3%
> CC1CCCN(C(=O)CSc2nnc(-c3ccc(O)cc3)o2)C1 (stereo not given)
 : 0%	-6%	-27	1%	3%	2%
> Nc1nonc1NC(=O)CSc1nc2ccccc2s1
 : 18%	3%	58	-17%	11%	0%
> COc1ccc(NC(=O)CSc2nc(C)cc(C)c2C(=O)Nc2cccc(C)c2)cc1
 : nt	-6%	-25	nt	-5%	nt
> CCN1CCCC1CNC(=O)CSc1cc(=O)n(CC)c2ccccc12 (stereo not given)
 : ?	-11%	141	-14%	-1%	-6%
> Cc1cc(C)c(C#N)c(SC(C(=O)NC(C)(C)C)c2ccccc2)n1 (stereo not given)
 : -3%	0%	-1	3%	5%	14%
> CCn1c(SCC(=O)c2cc(C)n(C)c2C)nnc1-c1ccccc1
 : -15%	?	48	-12%	3%	7%
> O=C(CSc1nnc(-c2ccccc2Br)o1)N1CCc2ccccc2C1
 : -3%	-19%	-12	0%	-27%	16%
> CCC1(C)Cc2c(C#N)c(SC)nc(N3CCOCC3)c2CO1 (stereo not given)
 : ?	nt	-39	nt	nt	-1%

Compound activity as filed in PubChem.

Rows are unselected, and some 9.3% of all compounds hit somewhere here.
